HTR5A ag: HTR5A agonism, opioid heterodimer counter-screen; P47898; HTR5A agonist assay, luminescence, cell-based; activation, % at 9.3 µM; 0.61% of 340,000 active; AID 504692; in the data active = activation mostly above about 9.5%, no sharp cut-off; inactive = mostly below about 7.6%;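 also: 0% = cells with vehicle only and 100% = reference agonist; strong numbers were not always called active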
Target sequence (P47898 whole entry, looked up): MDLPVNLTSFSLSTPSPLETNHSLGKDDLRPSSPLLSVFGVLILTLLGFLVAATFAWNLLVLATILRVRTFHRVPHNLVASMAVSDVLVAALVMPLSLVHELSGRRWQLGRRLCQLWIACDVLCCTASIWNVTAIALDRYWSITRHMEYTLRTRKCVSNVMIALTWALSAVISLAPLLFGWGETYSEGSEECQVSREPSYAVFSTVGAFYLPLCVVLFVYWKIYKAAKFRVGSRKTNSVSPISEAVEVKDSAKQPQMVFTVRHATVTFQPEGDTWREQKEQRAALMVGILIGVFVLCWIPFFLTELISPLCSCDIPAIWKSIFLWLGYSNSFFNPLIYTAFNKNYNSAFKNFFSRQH
SR-BI DiI inh: inhibitors of mouse SR-BI mediated HDL lipid uptake; ldlA[mSR-BI] CHO cells, DiI-HDL uptake fluorescence, 3 h; inhibition, % at 12.5 µM; 0.96% of 320,000 active;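 active = mean replicate inhibition of at least 70% and a set share of replicates each scoring 70 or more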;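 also: 0% = median of neutral control wells and 100% = median of positive control wells; values of inactives mirror those of a sister screen read the other way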
V-ATPase pH: yeast V-ATPase proton transport regulation by pHLuorin; S. cerevisiae, pHLuorin cytosolic pH fluorescence; response, % at 10 µM; 0.37% of 350,000 active; AID 504577; in the data active = response mostly above about 7.3%, no sharp cut-off; inactive = mostly below about 5.4%; also: actives read high; inactives centre near 0; some compounds called inactive have numbers as strong as hits; reference of the scale not given here
PvdQ acylase: P. aeruginosa PvdQ acylase inhibition; purified PvdQ acylase, fluorescence plate reader; 0.063% of 340,000 active; inhibition, % at 10 µM; in the data active = inhibition above about 30%, passing the limit was not always enough;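 also: 0% = vehicle neutral wells and 100% = reference inhibitor wells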
dFosB act: activators of mouse delta FosB homodimer | activation, % at 25 µM | P13346 | AID 493131 | purified delta FosB, TAMRA-CDK5 oligo fluorescence polarization; percent of positive-control signal above neutral wells | 0.99% of 340,000 active;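 active = mean activation above about 17%, with every replicate also reaching it, limit read from the data, passing the limit was not always enough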;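 also: fluorescence polarization rise as delta FosB binds a TAMRA Cdk5 AP-1 oligo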
Target sequence (P13346 whole entry, looked up): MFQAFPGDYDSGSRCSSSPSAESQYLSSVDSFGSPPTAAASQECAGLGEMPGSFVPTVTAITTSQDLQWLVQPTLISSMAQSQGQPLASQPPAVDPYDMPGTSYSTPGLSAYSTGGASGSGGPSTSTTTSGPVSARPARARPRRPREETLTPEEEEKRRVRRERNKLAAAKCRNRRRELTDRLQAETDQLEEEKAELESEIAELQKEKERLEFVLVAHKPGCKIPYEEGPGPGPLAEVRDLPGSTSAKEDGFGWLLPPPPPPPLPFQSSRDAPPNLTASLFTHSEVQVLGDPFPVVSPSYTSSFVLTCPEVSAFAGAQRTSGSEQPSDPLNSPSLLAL
CDK5 p35 inh: CDK5/p35 (human) kinase inhibition | inhibition, % at 10 µM | AID 488839 | Q00535+Q15078 | Recombinant CDK5/p35, ADP-Glo luminescence, 60 min | 0.01% of 330,000 active;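 active = highest replicate inhibition of at least 50% and at least 75% of replicates reaching 50%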;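 also: plate controls were DMSO neutral control for no effect and GW8510 at 10 µM for full effect; many of its hits are not listed in these tables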
NSD2 inh: NSD2 (human) methyltransferase inhibition; O96028; NSD2 peptide methylation, AlphaScreen, 120 min; inhibition, % at 12.5 µM; 0.54% of 310,000 active; AID 743445; in the data active = inhibition above about 50%
HTR5A inv ag: counter-screen for OPRM1-OPRD1 inverse agonists: human HTR5A inverse agonism; P47898; HTR5A cell line, luminescence; inhibition, % at 9.3 µM; 0.083% of 340,000 active; AID 504634; in the data active = inhibition mostly above about 23%, no sharp cut-off; inactive = mostly below about 18%;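 also: 0% = cells with DMSO and 100% = no-cell wells with DMSO; some compounds called inactive have numbers as strong as hits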
MITF TRPM1 HTS: activators of MITF-driven TRPM1 promoter activity in SK-MEL-5 cells. SK-MEL-5 TRPM1-promoter luciferase, 24 h; % of positive control, neutral wells = 0. activation, % at 12.5 µM. 0.75% of 300,000 active;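 active = mean activation of at least 80% with every replicate also reaching 80%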;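 also: 0% = neutral control wells and 100% = parthenolide positive control wells; values of inactives mirror those of a sister screen read the other way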
Wnt bcat act: Wnt/beta-catenin pathway activation | Wnt/beta-catenin reporter cell assay, activator, plate reader | activation, % at 9.35 µM | AID 743398 | 1.2% of 300,000 active; in the data active = activation above about 30%, passing the limit was not always enough;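 also: 0% = neutral control wells and 100% = positive control wells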
Active calls of the source: *; . = no result given; & = joins results of further samples.

SMILES	HTR5A ag	SR-BI DiI inh	V-ATPase pH	PvdQ acylase	dFosB act	CDK5 p35 inh	NSD2 inh	HTR5A inv ag	MITF TRPM1 HTS	Wnt bcat act
Cc1ccc(NC(=O)/C(=C/c2cccs2)NC(=O)c2ccco2)cc1	6	18	1	2	-6	-1.6	-2	-2	1	.
CC(CCc1ccccc1)NC(=O)CCC(=O)N1CCC(C(=O)O)CC1 (centres undefined)	1	-3	-3	-4	-4	-1.7	-6	-5	9	0
CCOc1ccc2nc(SCc3cccc(C)c3)nc(C)c2c1	0	26	0	-25	-3	1.0	-3	15	63	.
COc1ccc(-n2nnnc2CNC(=O)c2ccc3c(c2)OCO3)cc1	4	-13	-1	-12	-1	0.5	-1	-11	3	1
O=C1N=C(N2CCOCC2)S/C1=C/c1cccs1	1	-5	-7	12	-6	1.1	5	-21	7	.
CC(=O)c1ccc(OCC(O)CN2CCN(Cc3ccc4c(c3)OCO4)CC2)cc1 (centres undefined)	2&3	-2&-3	0&-1	0&-18	-1&3	0.6&-0.3	.	-7&-9	4&-1	-2&-3
COc1ccc(C2CC(=O)c3cnc(NC(=O)c4cc(OC)cc(OC)c4)nc3C2)cc1 (centres undefined)	2	39	1	-14	-7	-0.6	6	12	8	-1
Cc1ccc(S(=O)(=O)N2CCOCC2)cc1NC(=O)COC(=O)c1ccc(Br)cc1	-5	5	1	-8	-8	0.4	-5	20	1	0
CC(C)CCN1CCN(Cc2cc(F)ccc2-n2cccn2)CC1CCO (centres undefined)	-1	-8	-1	6	0	-0.3	.	-9	2	-1
CC(=O)C1=C(O)C(=O)N(c2ccc(F)cc2)C1c1ccc(C)cc1 (centres undefined)	2	-6	-1	-20	-4	0.5	0	-7	2	1
Cc1cc(-c2ccc(S(=O)(=O)N3CCN(c4ccccc4F)CC3)s2)on1	1	12	-1	6	3	0.7	31	21	-4	0
O=C(CCc1nnc(-c2ccccc2)o1)NCc1cc(F)ccc1F	-2	-17	2	-10	1	0.9	51*	8	2	8
Cn1c(-c2ccccc2)cnc1NCc1ccc(-c2ccccc2)cc1	-1	-24	-2	-8	9	-0.7	2	5	.	0
CCCOC(=O)c1ccc(O)c(OC)c1	-2	-10	-1	-10	-2	-0.8	-11	-3	10	-2
CCc1c(C)nc2cc(-c3cccc(Br)c3)[nH]n2c1=O	4	-4	2	7	-1	-0.5	1	-16	.	36*
CCC1SC2=NCCN2C1(O)c1ccc(Cl)cc1 (centres undefined)	-1	-4	.	-39	-4	1.4	3	-27	-3	.
c1ccc(CSc2nc3ncncc3[nH]2)cc1	6	.	0	6	-9	1.1	-2	-5	6	-1
O=C(Cc1ccc(-n2c(=O)c3sccc3n(CC(=O)Nc3ccccc3)c2=O)cc1)NCc1ccco1	1	6	0	0	73*	1.3	-8	-2	4	-1
COc1ccc(CCNc2ncnc3c2[nH]c2cc(OC)c(OC)cc23)cc1OC	-2	31	2	5	-13	1.1	.	2	.	-3
CCCCOC(=O)C1=C(C)Nc2ncnn2C1c1cccc(OC)c1OC (centres undefined)	1	-2	0	-3	-1	2.0	1	-4	.	-5
Cc1cccc(-c2nc(CS(=O)CC(=O)N3CCN(C)CC3)c(C)o2)c1 (centres undefined)	1	-5	-2	-4	0	-1.2	.	1	5	-1
CCOC(=O)/C=C/C(=O)Nc1nccs1	1	-32	-4	11	1	1.3	10	1	3	0
Cc1ccc(C(=O)Cc2ccccc2)c(O)c1	3	-7	1	-4	-1	-0.5	1	-10	39	6
NS(=O)(=O)c1ccc(NC(=S)NCc2ccccc2)cc1	-5	.	1	1	1	0.5	-1	17	13	.
Cn1c(N)c(S(=O)(=O)NCc2ccc(Cl)cc2)c(=O)n(C)c1=O	2	-12	1	-15	2	0.5	-2	9	-5	15
O=[N+]([O-])c1cc(S(=O)(=O)C(F)(F)F)ccc1Sc1nc2ccccc2s1	2	-5	0	-9	0	1.1	.	-35	-54	.
Cc1cccc(NC(=O)NC(C)C(c2cccs2)N2CCOCC2)c1 (centres undefined)	-2	14	1	-1	2	-3.6	.	-1	.	1
Cn1ccnc1SCC(=O)n1c2c(c3ccccc31)CCCC2	6	26	1	0	-8	.	11	15	14	1
Cc1cccc(N2CCN(Cc3c(C)n(C)n(-c4ccccc4)c3=O)CC2)c1C	3	17	1	-19	-2	0.3	1	14	.	-2
O=S(=O)(c1ccccc1)[C@@]1(c2ccc(Br)cc2)C[C@@H]2ON=C(c3cccc(Br)c3)[C@@H]2C1	3	3	-4	-4	-6	-0.4	.	-11	10	-3
CC1CCCCN1S(=O)(=O)c1ccc(C(=O)Nc2nnc(C3=COCCO3)o2)cc1 (centres undefined)	1	-22	-3	4	-3	-0.8	0	-3	-4	5
Cc1cccc(Nc2nc(C)cc(C)c2C#N)c1	1	13	-1	-15	-1	-0.9	-3	-4	.	-1
O=C(NC1CCCC1)C(=O)c1c[nH]c2ccccc12	-1	-22	-2	-13	-7	0.4	2	-11	64	13
CCOc1ccc(C(=S)N2CCCC2)cc1OCC	6	.	0	-19	-3	0.2	1	-31	0	-1
COc1ccccc1N1CCN(Cc2cccc(OC)c2OC)CC1	0	-12	-1	-16	1	-1.7	1	-1	.	.
Cc1ccc(NC(=O)c2ccccc2OCc2c(C)noc2C)cc1S(=O)(=O)N(C)C	0	14	-1	-18	0	-1.4	-2	1	11	-4
CCN(CC)c1ccc(N2C(=O)C3CCCCC3C2=O)cc1[N+](=O)[O-] (centres undefined)	0	27	4	-13	-3	-3.8	4	23	0	2
O=C(/C=C/c1ccc(F)cc1)N1CCc2ccccc2C1	1	-12	1	-2	-5	0.9	1	-3	50	9
CCN(CCn1cccn1)Cc1cn[nH]c1-c1ccc(OC)cc1F	-3	-19	1	-14	-6	-5.6	-2	9	-9	34*
COc1ccc(Nc2ccc3ccccc3c2)cc1	6	31	1	-13	-5	3.8	6	-22	101*	50*
CCCCOc1ccc(-c2nnc(-c3ccncc3)o2)cc1	5	-12	-2	-9	-16	0.2	0	-21	.	15
CNc1ccc2nnc(C(F)(F)C(F)(F)C(F)(F)F)n2n1	0	-1	3	-9	4	2.6	1	0	5	-2
COC(=O)C1=C(N)Oc2cc(C)[nH]c(=O)c2C1c1ccccc1OC (centres undefined)	8	.	0	-16	2	-0.7	2	-24	-1	-2
O=[N+]([O-])c1cc2c(cc1Br)CCN2	0	-17	1	-3	9	0.5	1	9	10	3
COc1ccc(CN=C(C#N)C2=C(O)c3ccccc3C2=O)cc1	12	-5	8	20	-10	0.5	.	7	.	1
CCCCCCOc1ccc(/C(C)=N/NC2=NCCN2)cc1	1	21	1	-11	-2	-0.6	-3	-3	.	-5
Cc1ccccc1NC(=S)NC(=O)Cc1ccc(Cl)cc1	2	7	-4	-10	0	0.1	0	-7	2	-1
c1ccc(N2CCOCCOCCOCCOCCOCC2)cc1	4	-25	4	-3	-8	1.3	1	-10	1	1

Structural class: those above with a furan ring, fused or not
SMILES	HTR5A ag	SR-BI DiI inh	V-ATPase pH	PvdQ acylase	dFosB act	CDK5 p35 inh	NSD2 inh	HTR5A inv ag	MITF TRPM1 HTS	Wnt bcat act
Cc1ccc(NC(=O)/C(=C/c2cccs2)NC(=O)c2ccco2)cc1	6	18	1	2	-6	-1.6	-2	-2	1	.
O=C(Cc1ccc(-n2c(=O)c3sccc3n(CC(=O)Nc3ccccc3)c2=O)cc1)NCc1ccco1	1	6	0	0	73*	1.3	-8	-2	4	-1

More entries follow.
SMILES	HTR5A ag	SR-BI DiI inh	V-ATPase pH	PvdQ acylase	dFosB act	CDK5 p35 inh	NSD2 inh	HTR5A inv ag	MITF TRPM1 HTS	Wnt bcat act
COc1ccc([C@H]2CC(=O)C=C(c3cccc(Br)c3)C2)cc1OC	-2	38	3	-8	1	0.6	.	2	1	-2
O=C(OCCN1C(=O)CCC1=O)c1ccc(S(=O)(=O)N2CCCCC2)cc1	3	-5	0	1	-1	0.5	-1	20	-2	-1
CNC(=O)C1(C)C=CC2(CCCCC2)N1C(=O)OC (centres undefined)	9	-20	10	-8	-4	-0.3	.	-23	-4	1
Cc1cccn2c(=O)c(/C=C(\C#N)C(=O)NC3CCS(=O)(=O)C3)c(Oc3ccc(F)cc3)nc12 (centres undefined)	8	-14	4	-18	-8	-0.8	4	-15	-28	3
COc1ccc(N(C(=O)c2ccc(S(=O)(=O)N3CCOCC3)cc2)C2C=CS(=O)(=O)C2)cc1 (centres undefined)	-1	27	-2	0	-2	0.1	-1	-19	10	.
Cc1cc(Cl)cc(Cl)c1OCCOc1cccc2cccnc12	-5	55	1	-29	3	-2.6	6	12	3	.
Cc1cc(C)c(S(=O)(=O)N(CC(=O)O)C2CCCCC2)c(C)c1	-3	-16	0	-16	1	-0.9	1	-17	6	-2
COc1ccc(Cl)cc1C(=O)NNC(=O)c1csc(N2CCOCC2)n1	-8	2	0	-9	-5	1.2	1	6	-1	1
CN(C)c1cnn(-c2ccccc2)c(=O)c1Cl	4	-3	1	-4	0	0.1	-1	15	33	-2
Oc1ccc2c(ccc3[nH]cnc32)c1	2	-32	-1	-1	7	3.4	.	-8	3	3
O=S(=O)(NC1CCCCC1N1CCN(c2ccccc2F)CC1)c1ccccc1 (centres undefined)	1	-1	-2	-1	-14	0.2	-3	-5	-1	-3
COc1ccccc1N1Cc2ccc(OC)c(OC)c2C1=O	1	2	1	-16	-1	2.5	-1	-4	2	3
Cc1ccc(-n2c(SCC(=O)NCc3ccco3)nc3sc(C)c(C)c3c2=O)cc1	2	11	4	3	31*	0.5	-3	21	3	.

Filtered by structure, the entries above with fluorine.
SMILES	HTR5A ag	SR-BI DiI inh	V-ATPase pH	PvdQ acylase	dFosB act	CDK5 p35 inh	NSD2 inh	HTR5A inv ag	MITF TRPM1 HTS	Wnt bcat act
CC(C)CCN1CCN(Cc2cc(F)ccc2-n2cccn2)CC1CCO (centres undefined)	-1	-8	-1	6	0	-0.3	.	-9	2	-1
CC(=O)C1=C(O)C(=O)N(c2ccc(F)cc2)C1c1ccc(C)cc1 (centres undefined)	2	-6	-1	-20	-4	0.5	0	-7	2	1
Cc1cc(-c2ccc(S(=O)(=O)N3CCN(c4ccccc4F)CC3)s2)on1	1	12	-1	6	3	0.7	31	21	-4	0
O=C(CCc1nnc(-c2ccccc2)o1)NCc1cc(F)ccc1F	-2	-17	2	-10	1	0.9	51*	8	2	8
O=[N+]([O-])c1cc(S(=O)(=O)C(F)(F)F)ccc1Sc1nc2ccccc2s1	2	-5	0	-9	0	1.1	.	-35	-54	.
O=C(/C=C/c1ccc(F)cc1)N1CCc2ccccc2C1	1	-12	1	-2	-5	0.9	1	-3	50	9
CCN(CCn1cccn1)Cc1cn[nH]c1-c1ccc(OC)cc1F	-3	-19	1	-14	-6	-5.6	-2	9	-9	34*
CNc1ccc2nnc(C(F)(F)C(F)(F)C(F)(F)F)n2n1	0	-1	3	-9	4	2.6	1	0	5	-2
Cc1cccn2c(=O)c(/C=C(\C#N)C(=O)NC3CCS(=O)(=O)C3)c(Oc3ccc(F)cc3)nc12 (centres undefined)	8	-14	4	-18	-8	-0.8	4	-15	-28	3
O=S(=O)(NC1CCCCC1N1CCN(c2ccccc2F)CC1)c1ccccc1 (centres undefined)	1	-1	-2	-1	-14	0.2	-3	-5	-1	-3

Bioassay records as filed in PubChem BioAssay.
